Source: PubChem BioAssay (Sanford-Burnham Center for Chemical Genomics)
EBI2 antag = antagonists of human EBI2 receptor | P32249 | EBI2 beta-arrestin recruitment, luminescence, 7a,25-OHC stimulated | actives 0.81% (n = 360,000) | inhibition, % at 5 µM | AID 651636; in the data active = inhibition above about 38%;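 also: enzyme fragment complementation signal reports receptor beta-arrestin coupling in cells; 0% = agonist plus DMSO wells and 100% = wells without agonist; some results beyond the cut were filed as inactive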
Target sequence (P32249 whole entry, looked up, the tested form may be a part): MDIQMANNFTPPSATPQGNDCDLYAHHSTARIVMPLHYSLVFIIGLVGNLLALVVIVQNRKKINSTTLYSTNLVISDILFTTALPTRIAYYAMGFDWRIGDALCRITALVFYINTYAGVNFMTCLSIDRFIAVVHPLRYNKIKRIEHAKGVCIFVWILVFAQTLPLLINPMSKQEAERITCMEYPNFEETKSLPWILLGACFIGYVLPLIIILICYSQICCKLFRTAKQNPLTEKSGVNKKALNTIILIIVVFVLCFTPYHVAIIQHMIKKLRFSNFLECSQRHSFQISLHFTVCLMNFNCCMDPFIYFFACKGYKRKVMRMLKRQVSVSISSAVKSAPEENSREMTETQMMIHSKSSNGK
CCR6 antag = antagonists of human CCR6 receptor. AID 493098. CHO-K1 CCR6 PathHunter beta-arrestin, luminescence, CCL20-stimulated. P51684. actives 0.49% (n = 340,000). inhibition, % at 20 µM;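 active = compounds whose inhibition of the agonist-driven luminescence signal at 20 µM reaches about 50%, limit read from the data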;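 also: cells stimulated with CCL20 at 14 nM final; plate controls were DMSO with CCL20 for no effect and DMSO without agonist for full effect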
Target sequence (P51684 whole entry, looked up): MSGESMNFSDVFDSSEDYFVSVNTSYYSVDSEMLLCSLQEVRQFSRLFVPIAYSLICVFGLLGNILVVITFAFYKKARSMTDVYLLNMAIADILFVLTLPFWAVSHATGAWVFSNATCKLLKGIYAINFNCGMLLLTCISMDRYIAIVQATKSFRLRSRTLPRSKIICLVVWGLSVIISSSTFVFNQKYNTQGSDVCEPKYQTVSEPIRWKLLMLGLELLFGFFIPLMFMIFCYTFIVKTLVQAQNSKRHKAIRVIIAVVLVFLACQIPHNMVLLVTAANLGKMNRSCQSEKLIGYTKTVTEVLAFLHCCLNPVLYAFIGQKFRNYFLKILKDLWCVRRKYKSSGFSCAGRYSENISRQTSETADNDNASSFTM
CXCR6 block = inhibitors of human CXCR6 receptor. O00574. CHO-K1 PathHunter CXCR6 beta-arrestin, luminescence. actives 0.36% (n = 360,000). inhibition, % at 20 µM; in the data active = inhibition above about 34%, passing the limit was not always enough;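 also: antagonist mode with CXCL16 agonist at 10 nM final; 0% = 10 nM CXCL16 with DMSO and 100% = unstimulated wells without agonist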
The depositor's hits bear a star; / = not tested or not shown.

The opening 3 entries, to show the layout:
CCR6 antag | EBI2 antag | Compound | CXCR6 block
/ | 1.0 | COc1ccccc1-c1ccc2c(c1)C(C)(Cc1ccc(OC(F)(F)F)cc1)C(=O)N2 (stereo not given) | 3.1
/ | 6.2 | CCCCN1C[C@H](c2ccc(OC)cc2)[C@@H](CC(=O)Nc2ccc(Br)cc2)C1=O | -8.6
/ | -5.2 | O=C(CSc1nccn1Cc1ccc(F)cc1)NC1CCCCC1 | -9.6

Main list, previewed entries included:
CCR6 antag | EBI2 antag | Compound | CXCR6 block
/ | 1.0 | COc1ccccc1-c1ccc2c(c1)C(C)(Cc1ccc(OC(F)(F)F)cc1)C(=O)N2 (stereo not given) | 3.1
/ | 6.2 | CCCCN1C[C@H](c2ccc(OC)cc2)[C@@H](CC(=O)Nc2ccc(Br)cc2)C1=O | -8.6
/ | -5.2 | O=C(CSc1nccn1Cc1ccc(F)cc1)NC1CCCCC1 | -9.6
/ | -12.2 | COc1ccc(CCN2C(=O)CCC2(C)c2nnnn2Cc2ccccc2)cc1OC (stereo not given) | -1.1
/ | 3.0 | CN(C)c1ccc(C=C(C#N)C(=O)c2ccccc2)cc1Br | 6.5
/ | 7.8 | COc1ccc(CNC(=O)Nc2nc(C(N)CCc3ccccc3)cs2)cc1 (stereo not given) | -3.2
/ | 7.2 | COc1ccccc1N1CCN(C2CCCN(C(=O)c3cc(C(C)C)on3)C2)CC1 (stereo not given) | 3.3
/ | -4.9 | CCOC(=O)C1(C)CCCN1C(=O)c1ccc(OC)cc1 (stereo not given) | 4.6
/ | -12.1 | O=C(NNC(=O)c1cccs1)c1ccccn1 | -2.0
/ | 29.8 | CCOc1ccc(Cl)cc1-c1cc(C(=O)Nc2ccc(C(C)C)cc2)[nH]n1 | -8.8
/ | -9.1 | CNC(=O)C[C@H]1C(=O)N(c2ccccc2)C[C@@H]1CSC | 3.7
/ | -4.1 | COc1ccc(CNC(=O)Nc2nnc([C@@H]3C[C@H](O)[C@@H](CO)O3)s2)cc1 | -4.7

(listing goes on)
CCR6 antag | EBI2 antag | Compound | CXCR6 block
/ | 0.2 | CC[N+](CC)=N/N=C1\C=CC[N+]([O-])=C1 | -1.2
/ | 8.4 | CC(NC(=O)c1cc(COc2ccc(-n3cncn3)cc2)on1)c1ccc(F)cc1 (stereo not given) | -0.6
/ | -2.4 | CCCNC(=O)c1cc(C2CCCCN2C(=O)CCCc2ccccc2)on1 (stereo not given) | 9.3
/ | -3.1 | O=C(NCCCN1CCCC1=O)C(=O)NCC1OCCN1S(=O)(=O)c1cc(F)ccc1F (stereo not given) | 4.3
/ | 7.1 | CC1(C(=O)NCc2ccc3c(c2)OCO3)CCN1C(=O)Cc1cccc2ccccc12 (stereo not given) | -6.4
/ | 0.6 | COC(=O)[C@@]1(Cc2ccc(F)cc2)[C@H]2c3cc(C(=O)N(C)C)n(C)c3C[C@H]2CN1C(=O)c1ccccc1 | -0.2
/ | -1.4 | CCOc1ccc(NC(=O)CN(C)C(=O)CCc2nc3ccccc3c(=O)[nH]2)cc1OCC | 1.6
/ | -14.9 | O=C(O)C1c2ccccc2Cc2ccccc21 | -5.3
/ | 1.8 | CC1=C(C(=O)N(C(C)C)C(C)C)CC(CC(=O)NCC2CCCCC2)C(=O)N1Cc1ccc(F)cc1 (stereo not given) | -1.1
/ | 23.7 | CC(C)NC(=O)N1Cc2cc(C(=O)NCC(F)(F)F)nc(-c3cccc(-c4cc5ccccc5o4)c3)c2[C@@H]1CCO | -4.2
/ | -2.4 | CCCCCCn1c(=O)n2n(c1=O)C[C@]1(OC(=O)NC3CC3)CN(S(=O)(=O)c3ccc(C)cc3)C[C@]1(O)C2 | -5.5
/ | -9.2 | COCCCC1CCN(C(=O)C2CCC(=O)N(CCCc3ccccc3)C2)CC1 (stereo not given) | -1.9

The list continues:
CCR6 antag | EBI2 antag | Compound | CXCR6 block
/ | 0.4 | CN(C)CCN1CCN(C2CN(Cc3cn(Cc4cccc(Cl)c4)nn3)S(=O)(=O)C2)CC1 (stereo not given) | 4.9
/ | 1.1 | COc1ccc(CNC(=O)c2sc(=O)n(Cc3ccccc3OC)c2C)cc1 | 3.9
/ | 7.3 | CC(C)C[C@H]1CN([C@@H](Cc2ccc(O)cc2)CN2CCCC2CN2C(=S)NC[C@@H]2Cc2ccccc2)C(=S)N1CC1CCCCC1 (stereo not given in full) | 2.0
/ | 1.0 | COc1ccc(-c2oc3c(c2C(=O)OCCCO)C(OCCO)CCC3)cc1 (stereo not given) | 0.5
/ | -6.7 | N#CCCN(C(=O)Nc1ccc(Cl)c(Cl)c1)C1CCCCC1 | -5.5
/ | -5.4 | COc1ccccc1-c1cncc(NC(C)=O)n1 | -9.8
/ | 78.3* | COc1ccccc1N1CCN(S(=O)(=O)CCNC(=O)/C=C/c2ccc3c(c2)OCO3)CC1 | 1.9
/ | 29.4 | CC(C)Cc1ccc(-c2cc3nc(NCCCn4ccnc4)ccn3n2)cc1 | -26.1
/ | 0.7 | CC(C)(C)Cc1c(-c2cccc(Cl)c2)nc2ccc(Cl)cn12 | -1.7
/ | -16.0 | COc1cc(N)c2ncccc2c1SC | -9.8
/ | 1.7 | COCCNC(=O)C1(C)CCCN(C(=O)COc2ccccc2)C1 (stereo not given) | 8.0
/ | -6.5 | CC(C)(C)n1nnnc1C(c1cc2ccccc2o1)N(Cc1ccccc1)Cc1ccccc1 (stereo not given) | -2.4

Continued, starting with the last three of the part before.
CCR6 antag | EBI2 antag | Compound | CXCR6 block
/ | -16.0 | COc1cc(N)c2ncccc2c1SC | -9.8
/ | 1.7 | COCCNC(=O)C1(C)CCCN(C(=O)COc2ccccc2)C1 (stereo not given) | 8.0
/ | -6.5 | CC(C)(C)n1nnnc1C(c1cc2ccccc2o1)N(Cc1ccccc1)Cc1ccccc1 (stereo not given) | -2.4
/ | -2.5 | CC1(C(=O)O)CCCN1C(=O)c1cc2ccccc2s1 (stereo not given) | -0.6
/ | -4.9 | CS(=O)(=O)Nc1cccc(NC(=O)c2cccc3c(-c4cccc(C(N)=O)c4)coc23)c1 | -3.7
/ | -0.6 | Nc1nc2ccc(Cl)cc2cc1C(=O)NC1CC1 | -6.7
/ | -10.2 | CC1=C(C(=O)N2CCOCC2)CC(CC(=O)NCc2ccco2)C(=O)N1Cc1ccc(F)cc1 (stereo not given) | -0.1
/ | 16.0 | CC(=O)c1cccc(NC(=O)C2Cc3c(-c4ccccc4Oc4ccccc4)ccnc3O2)c1 (stereo not given) | -4.9
/ | -2.7 | CNc1ccc(-c2ccccc2OC)cn1 | -3.5
/ | 2.3 | Cc1ccccc1NC(=O)c1cc(S(=O)(=O)N2CCCCC2)ccc1N1CCOCC1 | -0.4
/ | 6.4 | Cc1ccc(OCC(=O)NNC(=O)c2cc(S(=O)(=O)N(C)C)ccc2N2CCCC2)cc1 | 2.2
/ | -5.5 | C[C@@H]1CCCCO[C@H](CN(C)C(=O)c2ccncc2)[C@H](C)CN([C@@H](C)CO)C(=O)c2cc(NC(=O)c3ccccc3)ccc2O1 | -3.7
/ | -0.7 | COc1ccc(-c2cc3c(c4c2ccn4C)C2CCC3C2)cc1OC (stereo not given) | -3.0
/ | -1.0 | CC(=O)Nc1ccc(-c2ccnc3c2CC(C(=O)Nc2cccc(C(F)(F)F)c2)O3)cc1 (stereo not given) | -13.9
/ | -0.2 | CCOc1ccc(OCC(=O)Nc2cc(Cl)ccc2-n2cncn2)cc1 | -4.4

(further entries)
CCR6 antag | EBI2 antag | Compound | CXCR6 block
/ | -3.0 | COCCNC(=O)C1(C)CCCN(Cc2cc(-c3ccccc3)on2)C1 (stereo not given) | 7.1
/ | -1.5 | COc1cc(C(=O)N2CCCC(C)(C(=O)NS(=O)(=O)C3CC3)C2)cc(OC)c1OC (stereo not given) | -0.6
/ | -13.1 | CCCCN1C(=O)C(CC(=O)NCc2ccco2)CC(C(=O)N(CC)CC)=C1C (stereo not given) | -2.2
/ | 0.3 | COc1ccc([C@H]2CC(=O)C[C@@H](CCn3cc(Cc4ccccc4)nn3)O2)cc1 | -11.5
/ | -40.3 | CCOC(=O)C1=CCN(S(=O)(=O)c2ccccc2F)C1c1ccccc1 (stereo not given) | 6.2
/ | -6.4 | Nc1nc2ccccc2n1S(=O)(=O)c1ccc(Cl)cc1 | -6.5
/ | -4.6 | COc1cccc(CNC(=O)[C@@H]2CCCN2C(=O)[C@@H]2CCCN2C(=O)c2cccc3ccccc23)c1 | -6.0
/ | -1.1 | CCN(CC)c1ncnc2c1ncn2[C@H]1CN(CCOC)C[C@@H](CO)O1 | 5.3
/ | -0.3 | CN1OC[C@@H]2CN[C@H](c3ccc(-c4cccc(F)c4)cc3)C[C@@H]21 | -1.7
/ | -8.5 | CN(Cc1ccccn1)C(=O)c1cc(COc2ccc(F)c(F)c2)on1 | -1.7
/ | 12.1 | Cc1ccccc1C1(O)c2ccccc2-c2ccccc21 | 16.4
/ | -2.3 | CC(=O)Nc1ccc(NC(=O)C2Cc3c(-c4ccc(Cl)cc4)ccnc3O2)cc1 (stereo not given) | 1.4

5 compounds already listed, arranged by the number in EBI2 antag, rising:
CCR6 antag | EBI2 antag | Compound | CXCR6 block
/ | -9.1 | CNC(=O)C[C@H]1C(=O)N(c2ccccc2)C[C@@H]1CSC | 3.7
/ | -2.3 | CC(=O)Nc1ccc(NC(=O)C2Cc3c(-c4ccc(Cl)cc4)ccnc3O2)cc1 (stereo not given) | 1.4
/ | -1.4 | CCOc1ccc(NC(=O)CN(C)C(=O)CCc2nc3ccccc3c(=O)[nH]2)cc1OCC | 1.6
/ | -0.3 | CN1OC[C@@H]2CN[C@H](c3ccc(-c4cccc(F)c4)cc3)C[C@@H]21 | -1.7
/ | 3.0 | CN(C)c1ccc(C=C(C#N)C(=O)c2ccccc2)cc1Br | 6.5

Continued:
CCR6 antag | EBI2 antag | Compound | CXCR6 block
/ | -0.2 | Nc1ccn([C@@H]2O[C@H](CNCc3ccc(C#CCCO)cc3)[C@@H](O)[C@H]2O)c(=O)n1 | 13.3
/ | 0.0 | COc1ccc2c(C)cc(=O)sc2c1 | -0.2
/ | -0.7 | CCc1ccc2c(c1)NC(=O)C2(C)Cc1ccccc1C#N (stereo not given) | -5.2
/ | 5.7 | COc1ccccc1CNC(=O)Nc1nc(C(N)Cc2ccc(Cl)cc2)cs1 (stereo not given) | -11.1
/ | 1.9 | O=S1(=O)CC(N2CCN(CC3CC3)CC2)CN1C1CCCCC1 (stereo not given) | -3.9
/ | -5.2 | CN1CCN(C2CN(Cc3cn(Cc4ccccc4)nn3)S(=O)(=O)C2)CC1 (stereo not given) | -2.8
/ | -6.9 | O=C(NCCCN1CCCC1)c1[nH]c(C(F)(F)F)nc1-c1ccccc1 | -11.2
/ | -8.5 | CN1C(C)(C)CC(O)(C(=O)O)CC1(C)C | 6.3
14.0 | 6.8 | CN(C(=O)COC(=O)COc1ccc(N(C)S(=O)(=O)c2ccc(Cl)cc2)cc1)c1ccccc1 | 10.1
5.2 | -14.0 | COc1cc(C(=O)N2CCN(S(=O)(=O)c3ccc(Cl)cc3)CC2)ccc1OCC(=O)N1CCOCC1 | -5.9
13.2 | 1.3 | COc1ccc(NC(=O)CN(C)C(=O)c2ccc(C)c(S(=O)(=O)N3CCCCC3)c2)cc1 | 2.9
-0.7 | 1.4 | COc1cccc(NC(=O)CN(C)C(=O)c2cc(CN3C(=O)c4ccccc4C3=O)ccc2OC)c1 | -16.2
18.0 | -2.9 | CCn1c(N2CCN(C(c3ccccc3)c3ccccc3)CC2)nc2c1c(=O)[nH]c(=O)n2C | -2.5

Some of the compounds tested; rates above refer to the full screens.
